Source: PubChem
ARNT-TACC3 inh: disruptors of human ARNT/TACC3 interaction | AlphaScreen His-ARNT PAS-B/GST-TACC3 binding, luminescence; TACC3 fragment carries E629A point mutation | actives 0.66% (n = 390,000) | Q9Y6A5 | AID 623870 | inhibition, % at 9.99 µM;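 active = mean inhibition of replicates at least 50% and at least half of replicates each reaching 50%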;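 also: 0% = complete ARNT plus TACC3 wells and 100% = ARNT alone without TACC3; many hits fall short of the cut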
RAD52 inh: blocks human RAD52 DNA annealing; recombinant RAD52 DNA annealing, FRET fluorescence; inhibition, % at 18.7 µM; actives 0.46% (n = 360,000);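 active = every replicate showing at least 50% inhibition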
GSIS activator: GLuc luminescence reporter in INS-1E cells, primary screen for activators of glucose-dependent secretion of insulin; INS-1E GLuc reporter insulin secretion, 2-3 h; activation, % at 16.6 µM; actives 0.61% (n = 370,000); AID 743287;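 active = lowest replicate activation of at least 40%, so every replicate reaches that level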;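 also: 0% = median of neutral control wells and 100% = median of IBMX positive control wells; some compounds called inactive have numbers as strong as hits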
esBAF inh: blocks esBAF chromatin remodeling in mouse ES cells | reporter increase, % at 12.5 µM | Bmi1-luciferase knock-in reporter, 24 h; 100% = twice the neutral-well signal | actives 2% (n = 350,000) | AID 602393; in the data active = activation above about 40%;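 also: 0% = median of the plate's neutral control wells and 100% = double that signal; a rise in the Bmi1 reporter signal indicates esBAF inhibition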
XiGFP reactiv: X-chromosome reactivation activator; AID 743238; activation, % at 7.58 µM; actives 0.055% (n = 360,000); XiGFP mouse fibroblasts, % GFP-positive cells imaging, 3 d; cells co-treated with 5-aza-dC sensitizer; scaled so ellipticine positive control = 100%;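 active = mean normalized replicate activation at least 10% and every replicate at or above 10%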;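 also: 0% = median of on-plate neutral control wells and 100% = ellipticine 6 µM median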
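System: 68-5-11 XiGFP fibroblast line; Timing: 3 days compound exposure; Compound dosing: one concentration, pinned; Benchmarks: positive control ellipticine, 6 µM final; Buffer or medium: DMEM containing 5-aza-dC.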
ERAP1 HTS inh: blocks human ERAP1 aminopeptidase activity | Q9NZ08 | recombinant ERAP1, Leu-AMC fluorescence, 60 min | inhibition, % at 10.7 µM | actives 0.15% (n = 340,000);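 active = mean replicate inhibition of at least 30%, or all replicates individually reaching that 30% level; inactive = mean below 30% and not every replicate reaching it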;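 also: 0% = neutral control wells and 100% = L-leucinethiol positive control wells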
Target sequence (Q9NZ08 whole entry, looked up): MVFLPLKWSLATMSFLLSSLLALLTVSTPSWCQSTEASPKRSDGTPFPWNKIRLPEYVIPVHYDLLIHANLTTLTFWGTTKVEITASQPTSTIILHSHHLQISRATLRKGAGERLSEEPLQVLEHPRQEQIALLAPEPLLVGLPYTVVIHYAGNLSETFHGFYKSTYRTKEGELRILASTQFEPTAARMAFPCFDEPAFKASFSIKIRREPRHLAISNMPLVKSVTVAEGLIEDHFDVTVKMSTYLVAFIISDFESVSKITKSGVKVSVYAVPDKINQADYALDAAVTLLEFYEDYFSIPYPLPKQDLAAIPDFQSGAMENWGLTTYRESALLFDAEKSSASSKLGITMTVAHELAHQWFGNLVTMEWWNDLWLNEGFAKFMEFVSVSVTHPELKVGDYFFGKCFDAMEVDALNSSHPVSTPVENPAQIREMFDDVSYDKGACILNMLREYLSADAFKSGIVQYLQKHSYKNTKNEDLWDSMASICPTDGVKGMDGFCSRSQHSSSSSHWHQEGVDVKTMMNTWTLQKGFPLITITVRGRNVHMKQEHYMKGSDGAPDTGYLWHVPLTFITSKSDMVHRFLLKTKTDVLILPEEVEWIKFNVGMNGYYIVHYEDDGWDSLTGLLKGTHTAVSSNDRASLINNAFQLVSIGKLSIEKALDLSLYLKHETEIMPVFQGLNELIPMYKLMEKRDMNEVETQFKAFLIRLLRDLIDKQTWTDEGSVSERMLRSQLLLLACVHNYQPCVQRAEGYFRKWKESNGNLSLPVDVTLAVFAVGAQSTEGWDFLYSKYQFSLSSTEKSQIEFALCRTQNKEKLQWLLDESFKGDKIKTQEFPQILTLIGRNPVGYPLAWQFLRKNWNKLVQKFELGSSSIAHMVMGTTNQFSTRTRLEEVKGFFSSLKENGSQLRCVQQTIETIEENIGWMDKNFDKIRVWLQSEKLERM
F508del corr: CFTR F508del correction in bronchial cells | CFBE cells, YFP halide quenching; stimulated with forskolin plus potentiator P3; % fluorescence drop versus neutral controls | activity (quench increase), % at 7.58 µM | actives 0.36% (n = 350,000);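 active = mean added fluorescence quench of at least 8% versus neutral control, with both replicates also reaching 8%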;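 also: cells transiently co-express mutant CFTR-F508del with the halide-sensitive YFP; corrector assay measuring rescue of mutant channel to the surface after 24 h compound exposure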
RAD54 branch: blocks human RAD54 Holliday junction branch migration; FAM/BHQ fluorescence; inhibition, % at 10.4 µM; actives 0.14% (n = 360,000); AID 602329;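 active = mean normalized replicate activity at least 40 and at least half of replicates scoring 40 or more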;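 also: 0% = median of neutral control wells and 100% = median of positive control wells; inhibitors cause a drop in the FAM fluorescence signal; in these data hits start at about 50%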
* = called active by the depositor; x = not tested or not shown.

molecule,ARNT-TACC3 inh,RAD52 inh,GSIS activator,esBAF inh,XiGFP reactiv,ERAP1 HTS inh,F508del corr,RAD54 branch
Cc1nc2ccc(S(=O)(=O)NCC(=O)Nc3cccc(F)c3)cc2s1,1.7,-2.5,0.1,x,0.2,2.1,1.7,x
O=C(COC(=O)c1ccccc1NS(=O)(=O)c1cccs1)NCC12CC3CC(CC(C3)C1)C2,-1.0,-8.4,-13.8,x,-0.1,3.4,4.2,-2.3
COc1ccc(N2CCN(CCC3Oc4cc([N+](=O)[O-])ccc4NC3=O)CC2)cc1 (centres undefined),6.6,-13.3,-24.8,-0.5,-0.1,-14.3,5.7,17.1
CNC(=S)N(CCc1c(C)[nH]c2ccc(C)cc12)Cc1cc(OC)c(OC)c(OC)c1,1.7,-209.0,-5.9,5.3,0.2,1.1,1.0,3.3
COCc1cc(N2CCN(C(=O)OC(C)(C)C)C[C@@H]2C)ccc1N1CC[C@@H](O)C1,x,-15.4,x,x,0.1,2.9,-1.1,x
O=C(Nc1cccc(Cl)c1)N[C@H]1CC[C@@H](CCn2cc(Cc3ccccc3)nn2)O[C@@H]1CO,-6.1,1.0,-3.1,0.7,0.6,0.4,-0.5,0.9
Cc1ccc(N2CC(C(=O)NCc3ccc(C)n3C)CC2=O)cc1 (centres undefined),-3.5,-27.4,6.6,x,0.0,-3.5,-1.0,x
C[C@H](CO)N1C[C@H](C)[C@@H](CN(C)C(=O)C2CCOCC2)Oc2cc(C3=CCCC3)ccc2S1(=O)=O,1.8,-6.8,-3.5,1.7,0.3,3.1,-2.3,5.2
COc1ccc(NC(=O)CSc2nnc(CNC(=O)COc3ccc(Cl)cc3)o2)cc1,-6.6,-10.6,10.1,x,0.4,0.6,3.5,x
C[C@@H]1CN([C@@H](C)CO)S(=O)(=O)c2ccc(C#Cc3ccccc3F)cc2O[C@@H]1CN(C)C(=O)Cc1cccnc1,-0.1,20.6,14.7,1.6,0.0,-2.7,-2.8,-9.9
COc1ccc(S(=O)(=O)N2CCC(C(=O)O)(c3ccccc3)CC2)cc1,4.1,-6.1,7.3,1.4,0.3,-0.1,1.8,3.5
C#CCOc1ccc(/C=C2/C(=O)NN(c3ccc(F)cc3)C2=O)cc1OC,-5.5,-4.7,3.8,-2.1,-0.1,1.6,2.9,0.4
Cc1ccc(S(=O)(=O)N(C)C[C@@H]2Oc3ccc(NC(=O)NC4CCCCC4)cc3C(=O)N([C@@H](C)CO)C[C@@H]2C)cc1,-3.9,23.8,0.9,2.0,0.0,1.7,1.5,10.7
C[C@@H]1CN([C@@H](C)CO)S(=O)(=O)c2ccc(-c3ccccc3)cc2O[C@@H]1CN(C)Cc1cccnc1,10.9,x,2.8,-1.4,0.0,x,-1.7,-1.6
CC1(C(=O)NCc2ccccc2)CN(S(C)(=O)=O)CC(=O)N1CCc1ccccc1 (centres undefined),x,-6.0,4.9,x,-0.2,1.2,-0.8,x
CC1(OC(=O)C2CCCC2)C(=O)C=C2C=C(c3ccsc3)N(C3CCCC3)C=C2C1=O (centres undefined),13.3,-20.3,9.8,1.2,0.0,0.1,-2.5,-10.9
COCCCNC(=O)c1ccc(CS(=O)(=O)c2ccccc2OC)o1,0.0,11.7,x,-5.2,0.1,-3.5,-3.5,-16.8
CC(=O)c1cn(Cc2ccccc2)c(=O)[nH]c1=O,0.1,-0.5,6.7,x,0.0,-1.7,-5.0,x
COc1ccc2c(c1)CC/C2=N\OC(=O)c1ccccc1OC,-6.2,-10.3,8.2,x,0.1,1.2,-0.1,-2.8
Cc1ccc(SCCC(=O)NCCSCc2ccco2)cc1,-5.1,-17.0,-17.4,x,0.1,1.6,0.0,x
COc1ccc(NS(=O)(=O)c2cc(NC(=O)CCNC(C)=O)ccc2N2CCCCC2)cc1,1.6,-18.5,3.9,10.0,0.0,-1.4,-1.5,7.2
COc1ccc(S(=O)(=O)N2CCCC(C(=O)NCCN3CCOCC3)C2)cc1C (centres undefined),3.0,10.3,15.0,0.0,0.1,1.5,-0.9,11.8
CCSc1nnc(NC(=O)[C@@H](NC(=O)c2cc(OC)cc(OC)c2)C(C)C)s1,-8.0,-6.0,-5.2,-5.7,0.1,14.4,-0.2,x
COc1ccc(NC(=O)C2CCCN(S(=O)(=O)c3ccc(-n4cnnn4)cc3)C2)cc1 (centres undefined),-1.5,-20.0,-1.6,1.6,-0.1,-2.5,-0.1,-1.0
CC(C)CC#Cc1ccc2c(c1)O[C@@H](CN(C)C(=O)Cc1cccnc1)[C@H](C)CN([C@H](C)CO)S2(=O)=O,3.4,14.3,-28.6,6.0,-0.1,x,-1.2,1.9
CC(C)(C)C(=O)Nc1ccccc1C(=O)NCc1cccnc1,-2.5,-3.9,x,-4.3,0.0,2.9,2.7,-0.5
Cc1ccc(OCC(=O)O/N=C(\N)c2cccnc2)cc1,-3.0,4.8,3.8,x,0.0,0.6,-0.1,x
CCc1noc(C)c1C(=O)N1CCCSC1=Nc1ccccc1Cl,5.3,-10.1,-18.6,x,-0.1,-0.7,-2.3,-4.5
O=C(NC1CCCCC1)N[C@@H]1C=C[C@@H](CC(=O)N2CCOCC2)O[C@H]1CO,8.1,1.2,-4.6,1.3,-0.6,-4.1,0.9,-0.8
COC(=O)c1ccc(CN(c2ccc(C)cc2)S(=O)(=O)c2ccc3c(c2)OCCO3)o1,-1.0,x,-15.1,-9.0,x,x,x,-3.4
C[C@H]1CN([C@@H](C)CO)C(=O)Cc2cc(N(C)C)ccc2O[C@H]1CN(C)S(=O)(=O)c1ccc(F)cc1,-2.6,2.7,9.1,0.7,-0.7,3.0,4.7,4.6
COc1ccc(OCC(=O)N2N=C(C)CC2(O)C(F)(F)F)cc1 (centres undefined),-3.4,-5.3,0.0,x,0.0,0.3,1.8,x
Cc1noc(C)c1NC(=O)Nc1ccc2c(c1)CC(=O)N([C@@H](C)CO)C[C@@H](C)[C@@H](CN(C)Cc1ccc(C(=O)O)cc1)O2,3.0,-7.0,16.1,-4.3,-0.2,0.1,-3.3,-4.5
O=C(CSc1ccc(-c2ccco2)nn1)Nc1ccccc1F,x,-16.3,20.1,-1.5,1.0,-3.0,1.1,2.3
S=C(Nc1ccccc1Cl)N(Cc1ccccc1)Cc1cccnc1,-8.3,-25.7,8.0,x,0.0,-1.8,2.1,x
O=C(CSc1nnc(NC(=O)c2c(F)cccc2F)s1)NC1CCCC1,9.3,-12.7,5.0,3.2,0.1,2.0,-0.3,-4.7
O=C(CSc1cc([N+](=O)[O-])cc(S(=O)(=O)Cc2ccccc2)c1)NC1CC1,6.7,-10.2,x,x,0.0,-0.3,x,x
C/C(=N/NS(=O)(=O)c1ccc(Br)cc1)c1ccc(C)o1,-4.8,-2.3,21.9,x,0.3,1.7,x,x
Cc1cccc(-n2c(SCC(=O)N3CCCC3)nc3n[nH]c(C)c3c2=N)c1,-10.5,x,12.5,-7.5,x,x,x,-3.0
Cc1noc2ncnc(Oc3ccccc3Cl)c12,-12.5,-5.7,-7.8,x,0.0,-2.5,-2.4,x
COc1cc(/C=N/NC(=O)Cc2nnc(NC(=O)c3ccccc3)s2)ccc1O,-0.9,-1.1,-2.0,2.2,-0.1,2.5,2.0,-3.1
O=C(NC(=S)Nc1ccc(CN2CCOCC2)cc1)c1ccc([N+](=O)[O-])cc1,-7.0,10.0,-1.9,x,0.6,-0.1,-0.8,6.5
O=C(O)CSc1cccnc1Sc1ccc(Cl)cc1,x,-22.8,x,-6.4,-0.1,x,-1.5,3.8
CNC(=O)C[C@@H]1CC[C@H]2[C@@H](COC[C@H](O)CN2C(=O)Nc2cccc(OC)c2)O1,0.7,-1.9,13.1,-4.0,0.0,-0.5,0.0,-3.3
C[C@@H](NC(=O)C[C@@H]1CC[C@@H]2[C@H](COC[C@H](O)CN2C(=O)Nc2cccc(F)c2)O1)c1ccccc1,-13.6,13.0,1.1,25.9,0.0,-0.9,-2.4,2.4
N=c1c2ccccc2nc2n1CCCCC2,x,-5.5,x,-3.5,0.2,-0.4,3.0,3.4
O=C(NCCc1ccccc1)c1ccc(CS(=O)Cc2ccc(Cl)cc2)o1 (centres undefined),2.0,-1.0,-28.2,2.0,1.7,-2.4,-0.8,1.0
CC(=O)c1ccc(S(=O)(=O)N(C)CCCC(=O)N(C)Cc2ccccc2F)cc1,1.3,-9.6,-16.5,-7.6,-0.1,-5.3,0.0,0.9
CC(C)NC(=O)Nc1ccc2c(c1)CC(=O)N([C@H](C)CO)C[C@@H](C)[C@@H](CN(C)S(=O)(=O)c1cn(C)cn1)O2,-4.6,0.0,10.6,-1.5,0.0,-0.8,0.3,-0.4
O=C(C[C@H]1C[C@@H]2c3cc(NC(=O)NC4CCCC4)ccc3O[C@@H]2[C@H](CO)O1)NCC1CC1,1.5,-8.1,11.3,-5.9,0.3,-1.5,-1.0,-3.7
COc1ccccc1CNC(=O)c1csc2c1CCCC2,0.2,-3.9,-16.4,1.0,0.1,0.0,x,x
CCOC(=O)[C@]12CCC=C1N(Cc1ccco1)C(=O)[C@H](CC(=O)NCCc1ccccc1OC)C2,x,-43.6,-6.3,x,0.3,-2.4,1.2,x
Cc1cc(C(=O)NC2CC(C)(C)Cc3c2cnn3-c2ccc(F)cc2)no1 (centres undefined),-11.4,2.4,-1.8,32.6,0.0,-1.5,-1.7,12.0
Cn1cc(S(=O)(=O)CC(=O)Nc2ccc3c(c2)OCO3)c2ccccc21,-2.5,-16.8,-4.4,-0.3,x,-0.7,x,3.9
CC(O)(c1ccccc1)c1nc(/C=C/c2ccccc2)cs1 (centres undefined),x,8.8,-32.4,26.6,-0.1,11.0,2.1,1.9
Cc1ccc(O)c(N/C=C/C(=O)c2ccc(F)cc2)c1,18.4,-20.5,x,63.3*,0.3,-1.9,x,0.5
CCC(=O)N1CC[C@H]2[C@H](CO)Nc3ccc(-c4ccc(C(=O)N(C)C)cc4)cc3[C@H]21,5.3,-14.7,2.5,-0.9,0.1,3.4,-2.0,-4.3
O=C(NCC1CC1)[C@H]1[C@H](CO)[C@H]2Cn3c(ccc(-c4cncnc4)c3=O)[C@H]2N1C(=O)NC1CCCC1,2.8,7.6,12.1,-0.1,-0.1,0.1,x,2.0
CCOC(=O)c1c(S(=O)(=O)N(C)Cc2ccco2)c(C)n(C)c1C,-6.5,-9.9,13.2,-1.2,0.2,-5.4,-1.4,-11.3
COc1ccc(NC(=O)Nc2ccc3c(c2)C(=O)N([C@H](C)CO)C[C@@H](C)[C@H](CN(C)C)OCCCC[C@@H](C)O3)cc1,0.3,18.2,13.2,-6.7,0.0,0.9,0.5,5.8
CCn1nc(C(=O)NCC2COc3ccccc3O2)c2ccccc2c1=O (centres undefined),x,-12.7,11.1,0.7,0.0,-1.5,4.2,x

Full records as entered above. Screens in order: ARNT-TACC3 inh | RAD52 inh | GSIS activator | esBAF inh | XiGFP reactiv | ERAP1 HTS inh | F508del corr | RAD54 branch
C[C@@H]1CN([C@@H](C)CO)S(=O)(=O)c2ccc(-c3ccccc3)cc2O[C@@H]1CN(C)Cc1cccnc1 is entered as 10.9 | x | 2.8 | -1.4 | 0.0 | x | -1.7 | -1.6
O=C(CSc1nnc(NC(=O)c2c(F)cccc2F)s1)NC1CCCC1 is entered as 9.3 | -12.7 | 5.0 | 3.2 | 0.1 | 2.0 | -0.3 | -4.7

Hits appear at their usual frequency, and some 3.3% of all compounds hit somewhere here.
